High-throughput results from PubChem.
TMEM16A act: mouse TMEM16A channel activation, primary screen; Q8BHY3; HEK293 TMEM16A/YFP-H148Q/I152L, iodide quench fluorescence; active compounds read low; B-score at 10 µM; 340,000 tested, 0.3% active; AID 623877;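 active = fluorescence-ratio B-score plate-corrected deviation score at least 3 library SD below zero, with starting fluorescence score within 5 deviations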;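 note: channel opened by trigger with iodide after compound preincubation; score built on the fluorescence ratio of max minus min over baseline; more negative score means more quench and so TMEM16A activation or potentiation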
Target sequence (Q8BHY3 whole entry, looked up): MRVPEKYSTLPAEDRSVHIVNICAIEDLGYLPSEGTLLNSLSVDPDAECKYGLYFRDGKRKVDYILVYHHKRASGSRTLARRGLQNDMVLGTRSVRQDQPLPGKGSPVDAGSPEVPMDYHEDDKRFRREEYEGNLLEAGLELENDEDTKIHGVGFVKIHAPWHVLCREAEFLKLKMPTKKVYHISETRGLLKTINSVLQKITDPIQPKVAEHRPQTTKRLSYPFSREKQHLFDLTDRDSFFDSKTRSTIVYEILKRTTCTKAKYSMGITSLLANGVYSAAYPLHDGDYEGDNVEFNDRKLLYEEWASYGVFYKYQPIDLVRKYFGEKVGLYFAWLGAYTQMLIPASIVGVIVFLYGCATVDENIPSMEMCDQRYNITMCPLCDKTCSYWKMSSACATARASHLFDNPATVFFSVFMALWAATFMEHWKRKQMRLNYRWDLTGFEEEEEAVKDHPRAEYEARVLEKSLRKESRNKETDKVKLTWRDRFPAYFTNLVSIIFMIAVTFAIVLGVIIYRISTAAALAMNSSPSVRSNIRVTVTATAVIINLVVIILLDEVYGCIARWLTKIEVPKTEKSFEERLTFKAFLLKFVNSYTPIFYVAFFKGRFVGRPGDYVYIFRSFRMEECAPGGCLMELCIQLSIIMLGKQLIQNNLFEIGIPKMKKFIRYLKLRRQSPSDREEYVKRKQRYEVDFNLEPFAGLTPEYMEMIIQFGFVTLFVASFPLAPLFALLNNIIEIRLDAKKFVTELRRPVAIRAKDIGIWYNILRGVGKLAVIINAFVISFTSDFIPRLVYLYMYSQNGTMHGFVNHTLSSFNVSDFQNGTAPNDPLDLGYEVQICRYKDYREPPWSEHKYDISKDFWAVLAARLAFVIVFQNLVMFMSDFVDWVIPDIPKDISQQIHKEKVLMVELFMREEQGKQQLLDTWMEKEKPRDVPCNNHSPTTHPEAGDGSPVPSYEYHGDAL
KCNK3 block: human KCNK3 channel inhibition, primary screen; 340,000 tested, 0.84% active; B-score at 10 µM; O14649; CHO-KCNK3 thallium flux, FluxOR fluorescence; active compounds read low;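 active = B-score under library mean minus 4 SD, starting fluorescence ratio at most library mean plus 5 SD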;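 note: more negative B-score means stronger inhibition of thallium flux through KCNK3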
HDAC3 inhib: blocks human histone deacetylase 3; recombinant HDAC3, fluorogenic peptide/trypsin coupled, fluorescence; O15379; inhibition, % at 8.3 µM; 320,000 tested, 0.15% active; in the data active = inhibition above about 26%, passing the limit was not always enough; inconclusive = no clear call, values can overlap the other calls
Starred values were filed as active, the others as inactive; i = inactive; ? = inconclusive. This is a subset; rates above refer to the full screens.

Screens in order – HDAC3 inhib, TMEM16A act, KCNK3 block
CN(C(=O)c1ccc(NC(=O)Cc2ccc(NC(=O)C3CCCN(C(=O)C4CCC4)C3)cc2)cc1)C1CC1 (stereo not drawn)
 : 4, i, i
CC1CN(C(=O)COC(=O)[C@@H](NC(=O)c2ccccc2Cl)C(C)C)CC(C)O1 (stereo partly drawn)
 : 4, i, i
COc1ccc(OC)c(/C=C/C(=O)Nc2cccc(S(=O)(=O)NC3=NCCCCC3)c2)c1
 : -14, i, i
C/C(=N\NC(=O)c1cc(C)oc1C)c1ccc(C)c([N+](=O)[O-])c1
 : -2, i, i
COc1ccc(CNC(=O)Cn2ccc(NC(=O)OCc3ccccc3)nc2=O)cc1
 : -3, i, i
COc1cc(F)c(C2=CC(=O)CC(C)(C)C2)cc1F
 : 5, i, i
CN(C)S(=O)(=O)c1cccc(NC(=O)COC(=O)[C@H](Cc2ccccc2)NC(=O)c2ccco2)c1
 : -2, i, i
CC(=O)Nc1ccc(C(=O)Nc2cccc(S(=O)(=O)N(C)c3ccccc3)c2)cc1
 : -1, i, i
CCOC(=O)C1=C(COC(=O)CCOc2ccccc2)NC(=O)NC1C (stereo not drawn)
 : 3, i, i
CC(=O)N1CCN(C(=O)CCNS(=O)(=O)c2ccc(Br)cc2)CC1
 : 2, i, i
CN1CCN(c2ccc(S(=O)(=O)N3CCOCC3)cc2NC(=O)CSCc2ccccc2)CC1
 : 2, i, i
CC(C(=O)NC1CCCC1)N1CCN(S(=O)(=O)c2ccc(C(C)(C)C)cc2)CC1 (stereo not drawn)
 : 7, i, i
O=C(CCc1ccc(S(=O)(=O)N2CCOCC2)cc1)Nc1ccc(F)cc1[N+](=O)[O-]
 : 5, i, i
Cc1noc(C)c1COc1ccccc1C(=O)NCc1ccco1
 : -6, i, i
CCC(=O)c1ccc(OCC(=O)Nc2ccc3c(c2)OCCO3)cc1
 : 0, i, i
COC(=O)c1ccc(CNC(=O)CCNC(=O)c2ccco2)cc1
 : -1, i, i
CCCc1cc(=O)[nH]c(SCC(=O)Nc2c(C)n(C)n(-c3ccccc3)c2=O)n1
 : 0, i, i
O=C(OCC(=O)N1CCc2ccccc21)[C@@H]1CCCN1S(=O)(=O)c1ccccc1F
 : -3, i, i
COc1cc(N)c(Cl)cc1C(=O)OCC(=O)Nc1ccc(N2CCOCC2)cc1
 : -2, i, i
CCC(CO)Oc1cc(NCc2ccc(Cl)cc2)c2ncn(C(C)C)c2c1 (stereo not drawn)
 : 8, i, i
CCOc1ccc(C(=O)N[C@H](C(=O)Nc2ccc(S(=O)(=O)Nc3nccs3)cc2)C(C)C)cc1
 : -10, i, i
CC(=O)c1ccc(NC(=O)C(C)Sc2nnc(-c3ccncc3)n2C2CC2)cc1 (stereo not drawn)
 : 5, i, i
CC1CCCCN1C(=O)c1cccc(NC2=C(Cl)C(=O)N(Cc3ccccc3)C2=O)c1 (stereo not drawn)
 : 10, i, -11*
Cc1cc(C)cc(N(CCC#N)C(=O)COC(=O)Cn2[nH]c(=O)c3ccccc3c2=O)c1
 : 1, i, i
C[C@H](CO)N1C[C@H](C)[C@@H](CN(C)C(=O)NC2CCCCC2)Oc2c(NC(=O)Nc3ccc(C(F)(F)F)cc3)cccc2C1=O
 : 15, i, i
COc1ccccc1C(CNC(=O)c1cccc(S(=O)(=O)Nc2ccc(F)cc2)c1)N(C)C (stereo not drawn)
 : -12, i, i
CCOc1ccc(NC(=O)c2cc(C3CC3)nc3c2cnn3C(C)C)cc1OC
 : 2, i, i
Cc1ccc(C(=O)N(C)Cc2ccc(N3CCOCC3)cc2)cc1S(=O)(=O)NCc1ccccc1
 : -3, i, i
CCN(CC(=O)Nc1ccc(NC(C)=O)cc1)C(=O)c1ccccc1Sc1ccccc1C#N
 : 5, i, i
O=C(CCN1CCN(Cc2ccccc2)CC1)NNC(=O)c1cc2ccccc2o1
 : 2, i, i

The closing 3 entries of the part above open the next one:
Screens in order – HDAC3 inhib, TMEM16A act, KCNK3 block
Cc1ccc(C(=O)N(C)Cc2ccc(N3CCOCC3)cc2)cc1S(=O)(=O)NCc1ccccc1
 : -3, i, i
CCN(CC(=O)Nc1ccc(NC(C)=O)cc1)C(=O)c1ccccc1Sc1ccccc1C#N
 : 5, i, i
O=C(CCN1CCN(Cc2ccccc2)CC1)NNC(=O)c1cc2ccccc2o1
 : 2, i, i
COc1ccc(C(=O)Nc2cc(Cl)ccc2-n2cncn2)c(OC)c1OC
 : 6, i, i
COc1ccc(NC(=O)CN(C)CC(=O)N(C)C2(C#N)CCC(C)CC2)cc1 (stereo not drawn)
 : 2, i, i
COc1ccc(NC(=O)C23CC4CC(CC(Cl)(C4)C2)C3)cc1S(=O)(=O)N1CCOCC1
 : -3, i, i
COc1ccccc1CNC(=O)CCNS(=O)(=O)/C=C/c1ccc(C)cc1
 : 2, i, i
CC(C)(C)c1ccc(O)c(O)c1
 : -7, i, i
Cc1nnc(NC(=O)C2CCN(S(=O)(=O)c3cc([N+](=O)[O-])ccc3Cl)CC2)o1
 : 0, i, i
COc1cc(C(=O)OCC(=O)NC(=O)NCc2ccccc2)ccc1OC(F)F
 : 0, i, i
CCCCNC(=O)C(CC)(ONc1ccccc1C(F)(F)F)c1ccccc1OC (stereo not drawn)
 : 5, i, i
CN(C(=O)CSc1nnc(-c2ccc3c(c2)OCO3)o1)C1CCS(=O)(=O)C1 (stereo not drawn)
 : -2, i, i
CC1CCN(C(=O)c2ncn(Cc3ccccc3)c2C(=O)N2CCC(C)CC2)CC1
 : -6, i, i
O=C(NNC(=O)c1cc(S(=O)(=O)N2CCCCC2)ccc1Cl)c1ccccc1O
 : 6, i, i
CCc1cc(C(=O)NN2C(=O)NC3(CCCCC3)C2=O)sc1C
 : -3, i, i
O=C(Cn1nc(C(=O)O)c2ccccc2c1=O)Nc1cc(C(F)(F)F)ccc1-n1cncn1
 : -5, i, i
COc1cccc(/C=C/C(=O)OCC(=O)c2ccccc2)c1OC
 : -14, i, i
Cc1ccc(C(=O)OCC(=O)NCc2ccccc2)cc1S(=O)(=O)N1CCCCC1
 : 3, i, i
O=C1C=C(c2ccc(F)c(Cl)c2)C[C@@H](c2ccc(F)cc2)C1
 : 5, i, i
O=C(CNC(=O)c1ccc(Br)o1)NCC1COc2ccccc2O1 (stereo not drawn)
 : -8, i, i
CC(=O)N1CCN(C(=O)CSc2ncnc3sc(C)c(C)c23)CC1
 : 2, i, i
COc1cccc(NC(=O)CN(C)C(=O)Cc2ccc3c(c2)CCC3)c1
 : ?, i, i
COC(=O)c1c(C(=O)c2ccc(Br)cc2)n(C)c2ccccc12
 : 2, i, i
Cc1ccc(C)c(S(=O)(=O)N2CCN(C(=O)CN3C(=O)NC(C)(C)C3=O)CC2)c1
 : -1, i, i
Fc1ccc2cc(-c3ccccc3F)ncc2c1
 : 2, i, i
CCOc1ccc(NC(=O)CN(C)C(=O)c2ccc(COc3ccccc3)cc2)cc1OCC
 : 4, i, i
COc1cccc(Nc2nc(Nc3ccc(Cl)c(C(=O)O)c3)nc(C)c2[N+](=O)[O-])c1
 : 9, i, i
O=C(CN1C(=O)/C(=C2/SC(=S)N(CCS(=O)(=O)O)C2=O)c2ccccc21)Nc1cccc(Br)c1
 : -3, i, i
CC(C)Oc1ccc(S(=O)(=O)N2CCCCC2)cc1NC(=O)C1CCCC1
 : 3, i, i
CC(C)N(C(=O)CSc1ccc(S(=O)(=O)N2CCCCC2)cn1)C(C)C
 : 3, i, i
CN(Cc1ccc(Cl)cc1)C(=O)CNC(=O)C12CC3CC(CC(C3)C1)C2
 : 5, i, i
CCCN(C(=O)CSc1nc(C2CC2)n(-c2ccccc2)n1)C1CCS(=O)(=O)C1 (stereo not drawn)
 : -5, i, i
Cc1c(N)cccc1N
 : 13, i, i

The closing 2 compounds of the section before open the next one:
Screens in order – HDAC3 inhib, TMEM16A act, KCNK3 block
CCCN(C(=O)CSc1nc(C2CC2)n(-c2ccccc2)n1)C1CCS(=O)(=O)C1 (stereo not drawn)
 : -5, i, i
Cc1c(N)cccc1N
 : 13, i, i
O=S(=O)(c1ccc2c(c1)OCCO2)N1CCCN(S(=O)(=O)c2c(F)cccc2F)CC1
 : -1, i, i
O=C1C=C(c2ccnc3cc(Cl)ccc23)C[C@@H](c2ccc3c(c2)OCO3)C1
 : 8, i, i
CN(CCN(C)C(=O)c1[nH]cnc1C(=O)Nc1ccccc1)C(=O)c1[nH]cnc1C(=O)Nc1ccccc1
 : 6, i, i
O=C(Nc1ccc2nc(N3CCOCC3)sc2c1)c1ccc(F)cc1
 : -2, i, i
COC(=O)[C@]12C(=O)NC[C@H](CN1c1ccc(C(F)(F)F)cc1)N2C
 : -13, i, i
CCOc1ccc2oc(C(=O)OCC(=O)NC3CCCC3)c(C)c2c1
 : -17, i, i
O=C(COC(=O)Cc1ccsc1)Nc1cccc(F)c1
 : 1, i, i
CC(C)NS(=O)(=O)c1ccc(NC(=O)C(C)OC(=O)C2CCC2)cc1 (stereo not drawn)
 : -4, i, i
O=C(COC(=O)c1cc(=O)[nH]c2ccccc12)Nc1ccc(F)cc1
 : 1, i, i
COc1ccc(C(=O)NC(=O)COC(=O)c2ccc(C)o2)cc1
 : 2, i, i
CCC(C(=O)Nc1cccc(S(=O)(=O)N(C)c2ccccc2)c1)c1ccccc1 (stereo not drawn)
 : 14, i, -9.9*
COc1ccc(N2CCN(C(=O)COC(=O)COc3cccc(C(F)(F)F)c3)CC2)cc1
 : 5, i, i
O=C(N/N=C/c1ccc(F)c(F)c1)c1cccc(S(=O)(=O)N2CCCCC2)c1
 : 1, i, i
COc1ccc(NC(=O)N(C)C[C@H]2Oc3ccc(NS(=O)(=O)c4c(C)noc4C)cc3C(=O)N([C@H](C)CO)C[C@@H]2C)cc1
 : -3, i, i
O=C(O)c1cccc(S(=O)(=O)Nc2ccc(Oc3ccccc3)cc2)c1
 : 1, i, i
CCOc1ccc2nc(N3C(=O)C(O)=C(C(=O)c4ccco4)C3c3ccco3)sc2c1 (stereo not drawn)
 : -1, i, i
COc1ccccc1-c1nnc(SCC(=O)Nc2cccnc2Cl)n1C
 : -9, i, i
CN(C(=O)c1ccc(F)c(S(=O)(=O)N2CCOCC2)c1)C1CCCCC1
 : -2, i, i
Cc1ccc(S(=O)(=O)N2CCN(C(=O)COC(=O)/C=C/c3ccccc3F)CC2)c(C)c1
 : 3, i, i
N#Cc1ccc(CN2CCN(C(=O)c3cccc(S(=O)(=O)N4CCCCCC4)c3)CC2)cc1
 : 0, i, i
COc1cccc(-c2nn(-c3ccc(C)cc3)cc2C(=O)N2CCN(C3CCS(=O)(=O)C3)CC2)c1 (stereo not drawn)
 : 1, i, i
CC(=O)NCc1ccc(C(=O)COC(=O)COc2ccccc2)s1
 : 6, i, i
CCOC(=O)[C@H]1[C@H]2COc3ccc(C)cc3[C@@H]2N2C(=O)[C@@H](C)NC(=O)[C@@]12C
 : -6, i, i
COc1ccc(CN2CC(=O)N3[C@H]4c5ccccc5OC[C@@H]4[C@H](c4ccccc4)[C@]3(C)C2=O)cc1
 : 5, i, i
COc1cc(CC(=O)OCC(=O)NCCc2ccc(S(N)(=O)=O)cc2)cc(OC)c1OC
 : -6, i, i
COc1ccc(NC(C)=O)cc1NC(=O)c1cccc(S(=O)(=O)N2CCc3ccccc32)c1
 : 6, i, i
COc1ccc(C(=O)OCC(=O)Nc2ccc(N3CCOCC3)cc2)cc1
 : -3, i, i
CCCCc1nnc(NC(=O)CCS(=O)(=O)c2ccc(C)cc2)s1
 : 2, i, i
Cc1ccc(NC(=O)CCC(=O)N2CCN(S(=O)(=O)c3ccc(C)cc3)CC2)cc1
 : 2, i, i
COc1ccc(NC(=O)COC(=O)C2CC(=O)N(CCc3ccc(OC)c(OC)c3)C2)cc1Cl (stereo not drawn)
 : -2, i, i
O=C(C[C@H]1C/C=C\C[C@@H](Cc2ccc(F)cc2)C(=O)O[C@@H](c2ccccc2)CNC1=O)N[C@@H](CO)Cc1ccccc1
 : 3, i, i
O=C(NNC(=O)c1nc2ccccc2[nH]1)OCc1ccccc1
 : -15, i, i
COc1ccc(OC)c(NC(=O)COc2ccc3c(c2)CCC3)c1
 : 1, i, i
O=C(CCOc1ccccc1)N1CCN(S(=O)(=O)c2ccccc2F)CC1
 : 2, i, i
Cc1ccc(S(=O)(=O)Nc2ccccc2F)cc1C(=O)N1CCN(c2ccccc2O)CC1
 : 9, i, i
CN(C(=O)c1ccc(NC(=O)Cc2cccc(NC(=O)C3CCN(C(=O)c4ccccc4)CC3)c2)cc1)C1CCCC1
 : 0, i, i
COCCn1c(Cc2ccccc2)nnc1SCC(=O)N1CCCC1=O
 : 17, i, i
CCCCC1CCC(C(=O)Nc2ccc(N3CCOCC3)cc2N2CCOCC2)CC1 (stereo not drawn)
 : 5, i, i

As a short view, some entries already given:
Screens in order – HDAC3 inhib, TMEM16A act, KCNK3 block
CN(C(=O)c1ccc(NC(=O)Cc2cccc(NC(=O)C3CCN(C(=O)c4ccccc4)CC3)c2)cc1)C1CCCC1
 : 0, i, i
COCCn1c(Cc2ccccc2)nnc1SCC(=O)N1CCCC1=O
 : 17, i, i
CCCCC1CCC(C(=O)Nc2ccc(N3CCOCC3)cc2N2CCOCC2)CC1 (stereo not drawn)
 : 5, i, i
